# SENP7 inh: blocks the human protease SENP7 | Q9BQF6 | 330,000 compounds, 1.5% hits | recombinant SENP7, Z-RLRGG-aminoluciferin luminescence, 40 min | inhibition, % at 5 µM;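 active = inhibition above about 50% at the single test dose, limit read from the data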;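 also: plate controls were DMSO with enzyme for no effect and no enzyme buffer wells for full effect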
# Target sequence (Q9BQF6 706-1050 limits assumed): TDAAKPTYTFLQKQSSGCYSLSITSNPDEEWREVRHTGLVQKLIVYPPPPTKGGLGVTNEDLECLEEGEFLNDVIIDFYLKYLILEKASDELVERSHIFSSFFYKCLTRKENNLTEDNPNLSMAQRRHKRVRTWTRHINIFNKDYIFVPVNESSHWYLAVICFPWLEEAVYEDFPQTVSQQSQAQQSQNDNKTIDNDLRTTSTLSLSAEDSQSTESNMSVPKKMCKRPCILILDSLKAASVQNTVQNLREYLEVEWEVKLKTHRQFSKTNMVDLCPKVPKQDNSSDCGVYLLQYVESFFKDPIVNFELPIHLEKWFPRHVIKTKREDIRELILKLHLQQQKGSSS
# HKDC1 inh: inhibitors of human hexokinase HKDC1; 340,000 compounds, 0.16% hits; inhibition, % at 20 µM; recombinant HKDC1, G6PDH/diaphorase resazurin coupled fluorescence; Q2TB90;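 active = inhibition above about 35% when tested at 20 µM, limit read from the data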;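 also: plate controls were DMSO wells with enzyme for no effect and DMSO wells lacking enzyme for full effect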
#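 Test system: recombinant HKDC1 (HK5) hexokinase enzyme, produced in-house / Doses: 20 µM test compound, 1% DMSO / Timing: 90 min, room temperature / Detection: G6PDH/diaphorase-coupled fluorescence, 1 mM NADP, 100 µM resazurin, 525/613 nm / Control set: DMSO wells with and without enzyme mix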
# SENP1 inh: blocks the human SENP1 SUMO protease catalytic domain; AID 624204; 360,000 compounds, 0.21% hits; recombinant SENP1 catalytic domain, CyPet-SUMO1-YPet FRET cleavage; inhibition, % at 10 µM;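 active = inhibition at least 30% at 10 µM, raw YFP signal under a set limit, fluorescence ratio 0.5 to 1.5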;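 also: 0% = enzyme with DMSO and 100% = no enzyme wells; some results filed as inactive read as strong as hits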
# Target sequence (Q9P0U3 419-644 limits assumed): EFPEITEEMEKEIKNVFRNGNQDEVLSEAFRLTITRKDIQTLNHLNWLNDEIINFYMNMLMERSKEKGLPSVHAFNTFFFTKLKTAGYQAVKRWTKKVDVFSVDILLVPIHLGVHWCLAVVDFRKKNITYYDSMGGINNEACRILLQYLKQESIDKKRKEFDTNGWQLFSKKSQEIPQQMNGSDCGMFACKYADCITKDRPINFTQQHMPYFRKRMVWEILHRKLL
#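 Test system: hSENP1 catalytic domain, recombinant; Amount: 20 pM final SENP1 enzyme; Medium: Tris pH 8 buffer plus EDTA, NaCl, BME, BSA, NP40, catalase; Schedule: 50 min enzyme reaction, room temperature, light-protected; Technique: FRET fluorescence in CFP and YFP emission channels; Controls: no-enzyme wells low, DMSO-plus-enzyme wells high control.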
# SENP6 block: inhibitors of human SENP6 protease. Q9GZR1. Recombinant SENP6 catalytic domain, aminoluciferin luminescence. inhibition, % at 10 µM. 330,000 compounds, 1.8% hits. AID 2599;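 active = inhibition above about 50% at the single tested dose, limit read from the data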;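 also: plate controls were DMSO wells with enzyme for no effect and DMSO wells lacking enzyme for full effect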
# Target sequence (Q9GZR1 628-1112 limits assumed): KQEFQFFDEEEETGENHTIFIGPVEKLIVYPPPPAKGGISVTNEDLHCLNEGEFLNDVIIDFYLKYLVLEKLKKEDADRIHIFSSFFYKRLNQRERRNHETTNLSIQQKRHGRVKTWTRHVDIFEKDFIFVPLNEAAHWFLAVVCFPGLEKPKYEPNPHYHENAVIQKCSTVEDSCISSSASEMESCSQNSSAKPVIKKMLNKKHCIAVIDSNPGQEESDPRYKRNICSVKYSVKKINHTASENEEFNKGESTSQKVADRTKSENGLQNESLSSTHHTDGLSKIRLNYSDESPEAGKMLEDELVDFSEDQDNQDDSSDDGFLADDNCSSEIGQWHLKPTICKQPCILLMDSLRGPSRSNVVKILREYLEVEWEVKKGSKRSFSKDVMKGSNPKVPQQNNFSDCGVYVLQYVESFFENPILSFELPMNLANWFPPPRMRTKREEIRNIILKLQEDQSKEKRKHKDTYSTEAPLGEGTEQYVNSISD
# Apaf-1 inh: human Apaf-1 inhibition | O14727 | reconstituted apoptosome caspase-3 activity, DEVD-Rh110 fluorescence | inhibition, % at 20 µM | 330,000 compounds, 0.71% hits | AID 489030; active = inhibition of at least 40% at 20 µM;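 also: plate controls were DMSO wells for no effect and DEVD-CHO caspase inhibitor wells for full effect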
#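 Medium: Hepes buffer, pH 7.5 / System: biochemical Apaf-1 apoptosome reconstitution / Measured by: Rh110 fluorescence, excitation 480 nm, emission 540 nm / Times: compound with Apaf-1, dATP, procaspase-3 30 min, then 50 min reaction, room temperature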
# PfG6PD inh: PfG6PD (Plasmodium falciparum) enzyme inhibition; inhibition, % at 20 µM; 350,000 compounds, 0.78% hits; PfGluPho enzyme, NADPH resazurin-diaphorase fluorescence; AID 504690;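 active = inhibition reaching at least a set limit at 20 µM in the primary screen, cut at about 59% in these data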;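 also: 0% = DMSO wells with substrate and 100% = DMSO wells lacking glucose-6-phosphate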
# NALP3 yeast inh: inhibitors of NALP3 inflammasome in yeast; Yeast reconstituted NLRP3/ASC/caspase-1, beta-gal luminescence, 24 h; inhibition, % at 10 µM; 330,000 compounds, 0.39% hits;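 active = inhibition of 50% or more; inactive = inhibition below 50%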;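 also: plate controls were induced DMSO wells for no effect and uninduced yeast grown without galactose for full effect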
# SENP8 block-1: SENP8 protease inhibition. Q96LD8. purified SENP8, Z-RLRGG-aminoluciferin cleavage, luminescence. inhibition, % at 10 µM. 330,000 compounds, 1.2% hits. AID 2540; in the data active = inhibition above about 50%
# SENP8 block-2: inhibitors of human SENP8 protease; Q96LD8; inhibition, % at 20 µM; 360,000 compounds, 0.64% hits; recombinant SENP8, Nedd8 substrate fluorescence; AID 602440; in the data active = inhibition mostly above about 40%, no sharp cut-off; inactive = mostly below about 27%
# * marks the source's active call; other numbers are inactive results; nt = no result given.
SMILES,SENP7 inh,HKDC1 inh,SENP1 inh,SENP6 block,Apaf-1 inh,PfG6PD inh,NALP3 yeast inh,SENP8 block-1,SENP8 block-2
COCC(=O)N(Cc1cc2ccc(C)c(C)c2n2nnnc12)C1CCCC1,-6,11,1,-18,14,-2,-4,-9,2
CC1(c2ccccc2)C(C#N)C(=O)NC(=O)C1C#N (stereo not drawn),nt,2,1,nt,nt,-23,nt,nt,17
NC(=O)C1CCN(C(=O)C2CC(=O)N(c3ccc(F)cc3)C2)CC1 (stereo not drawn),0,0,-1,1,-11,-12,10,0,12
CCNS(=O)(=O)c1ccc2c(c1)NCC2,-11,-4,0,0,10,-8,-5,-7,-9
CN(C)c1ccc(/C(=N\O)C(F)(F)F)cc1,-2,1,3,-2,-10,5,23,-13,-2
COc1ccc(-c2nc(CS(=O)(=O)CC(=O)NCc3cccc(OC)c3OC)c(C)o2)cc1,11,-7,0,-6,10,-6,-4,-12,6
O=C(Nc1ccc(F)cc1)C1=CC(=O)N2CCN=C2S1,-8,nt,nt,2,-2,nt,30,-3,nt
CC(=O)/C(N=Nc1ccc(OC(F)(F)F)cc1)=C(\C)O,6,-5,2,-10,-7,13,13,-20,9
O=C(COc1ccc(Cl)cc1)Nc1ccc2c(c1)nc1n2CCOC1,3,-1,-8,1,7,-3,14,-2,-18
COc1ccc(OCC(=O)OCCNC(=O)c2cccnc2)cc1,6,-5,0,8,0,-11,10,-4,12
CC(=O)c1ccc(Oc2cc(C)nc(-n3nc(C)cc3C)n2)cc1,-1,-6,2,-11,-1,-2,17,1,20
COc1ccc(-c2csc(NC(=S)NC(=O)/C=C/c3ccco3)n2)cc1OC,nt,1,2,nt,nt,3,nt,nt,31
O=C(c1ccc(N2CCOCC2)cc1)c1cccs1,23,-8,-3,7,1,9,10,16,1
O=C1C2C3C=CC(C3)C2C(=O)N1c1ccc2c(c1)CCC2 (stereo not drawn),4,-8,1,-3,-13,-2,23,0,7
COc1ccc(C)cc1S(=O)(=O)Nc1cccc(SC)c1,-1,-6,0,-22,14,19,16,1,19
CC(=O)Oc1ccc(-c2cccc(C(=O)OCC(=O)N(C)c3ccccc3)c2)cc1,2,-7,1,-3,23,-4,42,5,11
Cn1c(SCC(=O)Nc2sccc2C#N)nnc1C1CC1,-1,-2,-2,-7,-12,2,2,0,0
CCOc1ccc(S(=O)(=O)N2CCC(C(=O)NCCc3ccccc3)CC2)cc1,-2,-5,-1,15,-14,-6,0,-2,6
Cc1noc(C)c1S(=O)(=O)NCCN1CCN(c2ccccc2)CC1,-2,-2,-1,0,-8,0,26,0,27
CC(=O)[C@H]1[C@H](CCc2ccccc2)NC(=O)N(Cc2ccccc2)[C@@H]1C,-12,-4,0,-13,15,-3,21,-12,16
O=C(Nc1cccc(F)c1)C1CCCN1C(=O)OCc1ccccc1 (stereo not drawn),9,-4,2,-15,16,-4,9,-13,18
CCCN(CC(=O)Nc1ccccc1C)C(=O)c1ccc(-c2ccccc2)cc1,-4,0,0,-5,26,5,20,-4,10
CS(=O)(=O)N1CCN(c2ccc([N+](=O)[O-])cc2C(F)(F)F)CC1,-5,0,2,-16,-9,53,8,-5,16
CSc1ncc(C(=O)Nc2cc(C)ccc2C)c(C)n1,3,0,-6,7,8,0,28,14,4
C=CCn1c(SCC(=O)NCc2ccco2)nnc1-c1ccc2ccccc2n1,2,-1,-11,-3,6,24,31,4,-26

# Following part
SMILES,SENP7 inh,HKDC1 inh,SENP1 inh,SENP6 block,Apaf-1 inh,PfG6PD inh,NALP3 yeast inh,SENP8 block-1,SENP8 block-2
O=C(NC(Cc1c[nH]c2ccccc12)C(=O)Nc1ccc(F)cc1)c1cccs1 (stereo not drawn),2,-2,2,-2,12,21,5,0,7
COc1ccccc1CO/N=C/c1cccn1-c1nccc(N(C)C)c1C#N,-4,-3,2,-20,1,-1,22,0,-3
Cc1csc(=Nc2ccccc2)n1Cc1ccco1,-2,5,2,1,0,-20,-5,7,8
CCOc1cccc2sc(NC(=O)CCS(=O)(=O)c3ccccc3)nc12,2,-2,-1,0,9,-11,8,3,-6
COc1ccc(C(NC(C)=O)c2cc(Cl)c3cccnc3c2O)cc1OC (stereo not drawn),1,-22,0,1,-2,18,31,11,11
CC(=O)OCCNC(=O)c1cc2ccccc2oc1=O,-17,-6,1,-13,4,6,0,-13,-132
C/C(=N\OC(=O)NC1CCCCC1)c1sc(-c2ccccc2)nc1C,0,2,1,20,25,21,16,-12,-11
COCC1CCN(Cc2nc(-c3ccc4c(c3)OCO4)no2)C1 (stereo not drawn),8,-2,3,3,-1,-13,-3,-1,12
O=C(O)c1cccc(NS(=O)(=O)c2ccc(-c3ccc(S(=O)(=O)Nc4cccc(C(=O)O)c4)cc3)cc2)c1,-4,0,-1,-22,6,-39,23,2,2
COc1ccc(CNC(=O)Nc2ccc(C)cc2C)cc1,-12,-2,1,14,-1,-5,9,-3,22
O=C(Nc1cccc(-c2csc(Nc3ccccc3)n2)c1)c1ccccc1,-7,2,2,-2,13,20,28,-5,-9
CCCOc1ccccc1/C=N/Nc1ccnc(=O)[nH]1,-2,-3,4,7,6,-1,0,12,5
O=[N+]([O-])c1ccccc1-c1ccc(/C=N/n2cnnc2)o1,4,-2,-4,15,-2,10,9,3,19
CC1c2cccn2CCN1S(=O)(=O)c1ccccc1 (stereo not drawn),-3,2,-16,-8,9,15,7,-6,-31
CC(=O)C(C)n1cnc2scc(-c3ccc(C)cc3)c2c1=O (stereo not drawn),-7,-5,-2,-8,5,12,14,-5,6
Cc1cccc(NC(=O)c2ccc(Cl)nc2)n1,6,-2,0,-25,9,2,10,-11,-3
NC1=NC2=C(CCCC2)C2(CCCCC2)S1,-3,12,0,-2,4,8,-14,-7,12
CCC1(C)Cc2c(sc3c2c(=O)n(C)c2nnc(SCc4ccc5c(c4)OCO5)n32)CO1 (stereo not drawn),3,-5,1,-20,4,-4,7,-14,3
CCOC(=O)/C(=N/Nc1ccc(C)cc1)S(=O)(=O)c1ccc(Cl)cc1,2,8,1,-8,12,5,33,-1,16
O=S(=O)(N1CCCCC1)n1nnc2ccccc21,1,-11,2,-6,-23,12,-21,17,9
CCCCOc1ccc(C(=O)N2CCCCCC2)cc1,-8,-7,2,18,9,-8,44,-7,20
CCOC(=O)C1=NNC(C(=O)c2ccc(C)cc2)C1c1ccc(C)cc1 (stereo not drawn),2,-1,0,-5,12,1,6,1,-1
O=C(CCc1nc2ccccc2c(=O)[nH]1)Nc1cccc(S(=O)(=O)N2CCOCC2)c1,4,-2,-7,8,0,4,1,4,-28
CC1(c2ccc3ccccc3c2)NC(=O)N(CC(=O)N2CCN(c3ccccc3O)CC2)C1=O (stereo not drawn),-6,7,0,0,8,0,11,1,3
Cc1cc(-c2n[nH]c(=S)n2/N=C/c2cccs2)n[nH]1,8,-6,2,-4,-2,33,9,-4,10

# Next records follow:
SMILES,SENP7 inh,HKDC1 inh,SENP1 inh,SENP6 block,Apaf-1 inh,PfG6PD inh,NALP3 yeast inh,SENP8 block-1,SENP8 block-2
O=C1CC(c2c[nH]c3ccccc23)C(=O)N1 (stereo not drawn),2,3,-3,-7,1,-3,-3,-2,1
CC(C)c1ccc(NC(=O)COC(=O)COc2ccccc2)cc1,-5,-7,3,0,-8,17,-6,-12,4
Cc1ccc(CNC(=O)C2CCCN(C(=O)Nc3ccc(F)cc3)C2)cc1 (stereo not drawn),2,-4,2,15,1,1,18,-6,2
COc1cc(/C(C)=N/N2CCOCC2)cc(OC)c1OC,-3,10,0,4,-2,-11,22,2,9
CC(=O)c1ccc(NC(=O)c2noc3c2CCC3)cc1,18,-1,3,31,-14,-10,9,8,7
CCOC(=O)CSc1ccc(S(=O)(=O)N2CCCCC2)cc1[N+](=O)[O-],5,-5,1,8,5,-13,0,-4,12
C/C(=C/c1ccccc1)C(=O)N1CCN(c2ccccc2)CC1,5,6,-4,-6,-5,-49,10,2,12
Cc1ccc(C(=O)Nc2cccnc2)cc1S(=O)(=O)N1CCCCCC1,4,2,2,-9,13,-5,15,-9,8
CCCn1cnc2c(SCc3ccccc3Cl)nc(N)nc21,nt,-1,1,nt,nt,25,nt,nt,4
CCOc1ccc(C(=O)NNC(=O)C2CC(=O)N(c3ccc(C)cc3)C2)cc1 (stereo not drawn),-3,-3,1,-16,-1,-12,15,-5,7
O=[N+]([O-])c1ccc(CN2CCC(Cc3ccccc3)CC2)cc1,-5,-8,0,-7,-7,26,16,-1,5
Cc1cccc(NC(=O)c2ccc(OCC3CCCO3)cc2)c1C (stereo not drawn),-3,-10,1,-1,-2,11,22,-16,17
CCCCNC1=CC(=O)C(NCCCC)=CC1=O,nt,27,-1,nt,nt,62*,nt,nt,29
COC(=O)c1cccc(NC(=O)CCSc2ccc(Cl)cc2)c1C,0,-10,-2,2,0,0,18,-1,20
O=C(NCC(c1ccc(F)cc1)N1CCOCC1)c1cccnc1Sc1ccccc1 (stereo not drawn),-3,-6,0,-14,-57,-6,9,-3,6
Cc1cc(C)nc(NS(=O)(=O)c2ccc(NC(=O)C(C)C)cc2)n1,-11,-4,1,-11,1,0,13,-10,2
O=C(CN1C(=O)C2C3C=CC(C3)C2C1=O)Nc1cccc2c1CCCC2 (stereo not drawn),-2,-2,1,-4,-24,3,14,-4,18
COc1ccc(S(=O)(=O)Nc2cccc(C)c2C)c2cccnc12,2,-4,2,3,5,-24,11,7,4
CCOC(=O)COc1c(OC)cc(Cl)cc1C1Nc2ccccc2C(=O)N1c1cccc(C)c1 (stereo not drawn),-8,-3,-3,-10,19,3,27,-4,-309
O=C(Nc1cccc2ccccc12)N(c1ccccc1)c1ccccc1,nt,-1,0,nt,nt,3,nt,nt,-56
Cc1cc(C(=O)N(C)C2CCCCC2)no1,-2,-2,-2,-2,-9,-9,-5,-5,13
Cc1cccc(C)c1OCc1nc2ccccc2c(=O)n1/N=C/c1ccc(OCC(=O)O)cc1,-9,-5,2,-7,5,22,-1,-8,21

# Looked up one by one from above, four records:
SMILES,SENP7 inh,HKDC1 inh,SENP1 inh,SENP6 block,Apaf-1 inh,PfG6PD inh,NALP3 yeast inh,SENP8 block-1,SENP8 block-2
O=C(Nc1cccc2ccccc12)N(c1ccccc1)c1ccccc1,nt,-1,0,nt,nt,3,nt,nt,-56
CCCCNC1=CC(=O)C(NCCCC)=CC1=O,nt,27,-1,nt,nt,62*,nt,nt,29
Cc1cc(C(=O)N(C)C2CCCCC2)no1,-2,-2,-2,-2,-9,-9,-5,-5,13
Cc1cccc(NC(=O)c2ccc(OCC3CCCO3)cc2)c1C (stereo not drawn),-3,-10,1,-1,-2,11,22,-16,17

# Single records, as listed above. Screens in order: SENP7 inh, HKDC1 inh, SENP1 inh, SENP6 block, Apaf-1 inh, PfG6PD inh, NALP3 yeast inh, SENP8 block-1, SENP8 block-2
# COc1cc(/C(C)=N/N2CCOCC2)cc(OC)c1OC is entered as -3, 10, 0, 4, -2, -11, 22, 2, 9
# O=C(O)c1cccc(NS(=O)(=O)c2ccc(-c3ccc(S(=O)(=O)Nc4cccc(C(=O)O)c4)cc3)cc2)c1 is entered as -4, 0, -1, -22, 6, -39, 23, 2, 2

# Source: PubChem BioAssay

# Not a hit list; about 4.1% have a hit in one of these screens.
